Compound activity deposited in PubChem by several laboratories.
BCLXL inh: Bcl-xL (human) inhibition; Q07817; GST-Bcl-xL / FITC-Bim BH3 peptide fluorescence polarization; inhibition, % at 10.9 µM; actives 0.7% (n = 320,000); AID 2129;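 active = inhibition above the mean of all tested compounds plus 3 SD, cutoff set per campaign, cut at about 30% in these data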;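 note: 0% = DMSO wells and 100% = unlabeled Bim-BH3 peptide competitor; inhibitors lower millipolarization by displacing the labeled peptide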
EBNA-1 inhibitor: blocks EBNA-1 binding to DNA; EBNA-1 DNA binding, fluorescence polarization; inhibition, % at 14.8 µM; actives 0.34% (n = 300,000); in the data active = inhibition above about 28%
CR mimetic SO: lowers age-related superoxide in aged yeast cells; actives 0.18% (n = 330,000); superoxide response (% of plate mean), % at 10 µM; S. cerevisiae aged cells, superoxide DHE fluorescence; hits give low values; AID 2690;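 active = superoxide response under a set limit, about three screen SD below normal, cut at about 65% in these data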;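 note: yeast aged for seven days with compound at 30 °C before DHE staining; 100% = average MFI of all compound-treated wells on the plate with controls excluded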
Efflux pump mplx: antifungal efflux pump inhibition, Nile Red retention | S. cerevisiae Candida pump triplex | inhibition, % at 10 µM | actives 0.44% (n = 330,000);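 active = plate passing quality check with inhibition over a set limit, or well fluorescence over plate mean plus 4 SD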;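 note: Nile Red retained in pooled yeast measured as flow cytometry median fluorescence; 0% = buffer negative control and 100% = Enniatin B positive control; higher means more Nile Red kept so more efflux inhibition; some compounds called inactive have numbers as strong as hits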
GLD-1 TGE inh: GLD-1-TGE RNA interaction inhibition (C. elegans); Q17339; purified GLD-1 + fluorescein TGE RNA, fluorescence polarization; inhibition, % at 5.96 µM; actives 0.44% (n = 320,000); AID 2280;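 active = percent inhibition above a per-plate cutoff, the plate mean of test compounds plus 3 SD, cut at about 30% in these data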;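 note: 0% = DMSO wells with GLD-1 and probe and 100% = wells lacking GLD-1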
Target sequence (Q17339 whole entry, looked up): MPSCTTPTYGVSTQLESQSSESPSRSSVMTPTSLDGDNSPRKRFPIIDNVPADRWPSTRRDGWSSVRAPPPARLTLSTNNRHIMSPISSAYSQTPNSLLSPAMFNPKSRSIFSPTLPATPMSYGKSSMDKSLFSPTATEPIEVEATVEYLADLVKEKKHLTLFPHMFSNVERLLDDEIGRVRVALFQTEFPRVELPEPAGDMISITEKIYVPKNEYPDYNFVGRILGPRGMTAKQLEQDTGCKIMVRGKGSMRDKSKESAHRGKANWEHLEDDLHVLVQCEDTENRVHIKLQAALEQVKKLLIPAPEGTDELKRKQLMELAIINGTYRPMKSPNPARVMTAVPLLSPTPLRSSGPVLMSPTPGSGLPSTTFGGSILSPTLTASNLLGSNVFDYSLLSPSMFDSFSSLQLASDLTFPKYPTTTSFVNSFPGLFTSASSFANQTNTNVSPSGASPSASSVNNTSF
MEX-5 binding: C. elegans MEX-5 TCR-2 RNA binding activity | actives 0.38% (n = 300,000) | MEX-5/FITC-TCR2 RNA binding, fluorescence polarization; hits give low values | activity score (negative = inhibition of binding), % at 10 µM | AID 1832 | Q9XUB2;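 active = inhibition past about -25% in most replicates, and total fluorescence under double the plate's negative control median, limit read from the data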;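 note: 0% = DMSO and -100% = 5 µM competing unlabeled TCR2 RNA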
Fam108B inh: Fam108B inhibition, counter-screen for RBBP9 inhibitors. recombinant Fam108B, FP-Rh probe fluorescence polarization. actives 0.33% (n = 300,000). inhibition, % at 9.51 µM;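 active = inhibition above the screen mean inhibition plus 3 SD, computed separately per campaign, cut at about 18% in these data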;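 note: inhibitors lower polarization as less probe binds the enzyme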
MCL1-BIM inh: disrupts human MCL1 binding to BIM-BH3 peptide | actives 0.68% (n = 320,000) | Q07820 | GST-MCL1 / FITC-Bim-BH3 fluorescence polarization | inhibition, % at 10.9 µM;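 active = inhibition above the mean inhibition of all tested compounds plus 3 SD, set per campaign, cut at about 40% in these data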;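 note: 0% = DMSO wells and 100% = unlabeled Bim-BH3 peptide control; higher means more loss of mP so more displacement of Bim peptide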
Target sequence (Q07820 whole entry, looked up): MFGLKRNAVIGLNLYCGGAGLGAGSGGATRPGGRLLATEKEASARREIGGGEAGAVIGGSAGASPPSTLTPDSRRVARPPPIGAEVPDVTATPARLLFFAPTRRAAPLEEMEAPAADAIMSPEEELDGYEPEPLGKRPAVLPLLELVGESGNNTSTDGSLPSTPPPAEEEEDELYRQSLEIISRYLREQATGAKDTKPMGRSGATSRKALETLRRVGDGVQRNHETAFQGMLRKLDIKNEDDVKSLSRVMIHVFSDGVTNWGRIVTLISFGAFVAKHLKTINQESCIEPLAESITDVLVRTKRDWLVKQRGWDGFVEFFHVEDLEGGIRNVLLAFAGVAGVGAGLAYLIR
ZTA counter: counter-screen for EBNA-1 inhibitors: inhibitors of Epstein-Barr virus ZTA | P03206 | actives 0.15% (n = 320,000) | AID 2234 | inhibition, % at 11 µM | ZTA-DNA binding, fluorescence polarization; in the data active = inhibition above about 33%
An asterisk follows results filed as active; . = no result given.

Compound	BCLXL inh	EBNA-1 inhibitor	CR mimetic SO	Efflux pump mplx	GLD-1 TGE inh	MEX-5 binding	Fam108B inh	MCL1-BIM inh	ZTA counter
CC(=O)C1=C(O)C(=O)N(CCc2c[nH]c3ccccc23)C1c1cccc(O)c1 (centres undefined)	4.2	1.0	100.6	0.0	3.4	0.4	1.3	-4.0	-13.0
CCn1ncc(/C=C/C(=O)NCc2cn(C)nc2C)c1C	-0.2	6.3	73.2	0.0	10.7	-0.4	10.3	6.2	-0.5
Cc1ccc(S(=O)(=O)N2CCOC2CNC(=O)C(=O)NCc2ccc3c(c2)OCO3)cc1 (centres undefined)	5.1	-5.1	118.1	0.0	9.2	2.5	-0.5	2.3	-12.8
CCC(C(=O)Nc1cccnc1)c1ccccc1 (centres undefined)	8.4	-1.1	100.3	0.1	1.1	-0.7	-0.3	16.9	4.1
O=C(O)c1cccc(Nc2ncnc3ccccc23)c1	0.7	5.2	103.5	0.0	-0.2	-0.7	3.5	-4.5	7.6
CN(CCC#N)C(=O)COC(=O)/C=C/c1cccs1	0.0	3.4	99.0	0.1	5.9	2.9	-3.8	0.5	5.0
O=c1[nH]ncc2c3ccccc3n(Cc3cccc(Cl)c3)c12	-49.5	-15.7	99.7	0.1	-85.4	-9.4	-9.1	-77.1	-5.9
OCCN1CN=C(Nc2nc3ccccc3s2)NC1	3.4	5.9	107.7	-0.1	3.2	3.2	1.5	1.0	0.3
Cc1ccc(/C=C/C(=O)N2CCN(S(=O)(=O)c3ccc(C)c(C)c3)CC2)o1	7.4	7.1	97.4	0.0	3.8	0.2	1.0	9.4	-2.4
C/C(=N\N=C\c1cccc(F)c1)c1nnn(-c2nonc2N)c1C	6.2	2.6	94.6	-0.3	10.9	-1.0	-2.0	6.6	16.1
CC1CCCN(S(=O)(=O)c2cccc(-c3cn4cccnc4n3)c2)C1 (centres undefined)	4.8	-11.5	115.4	0.4	0.4	2.1	3.8	4.0	-11.4
Cc1cnc(C(=O)OCC(=O)Nc2c(Cl)cc(Cl)cc2Cl)cn1	1.3	.	88.6	-0.2	1.9	.	.	-1.2	-5.3
COc1ccc(C2C(C(=O)c3ccc(C)o3)=C(O)C(=O)N2Cc2cccnc2)cc1 (centres undefined)	5.3	3.4	86.0	0.0	1.2	-0.4	1.1	3.0	-2.0
Cc1ccc(S(=O)(=O)N2CCN(C(=O)COC(=O)/C=C/c3ccccc3)CC2)c(C)c1	-5.9	.	102.4	0.1	3.1	.	.	-8.0	-5.4
O=C(Nc1ccc(C(F)(F)F)cc1)c1ccccc1Br	4.3	6.5	95.2	0.3	-1.1	-1.6	1.6	5.3	13.1
COC(=O)C1CCN(C(=O)COC(=O)c2oc3ccc(OC)cc3c2C)CC1	-5.0	-3.2	109.0	0.3	8.6	-0.5	1.2	-5.3	-1.9

Some of these compounds in order of their number in MCL1-BIM inh, highest first.
compound,BCLXL inh,EBNA-1 inhibitor,Efflux pump mplx,GLD-1 TGE inh,MEX-5 binding,MCL1-BIM inh
CC1CCCN(S(=O)(=O)c2cccc(-c3cn4cccnc4n3)c2)C1 (centres undefined),4.8,-11.5,0.4,0.4,2.1,4.0
COc1ccc(C2C(C(=O)c3ccc(C)o3)=C(O)C(=O)N2Cc2cccnc2)cc1 (centres undefined),5.3,3.4,0.0,1.2,-0.4,3.0
Cc1cnc(C(=O)OCC(=O)Nc2c(Cl)cc(Cl)cc2Cl)cn1,1.3,.,-0.2,1.9,.,-1.2

New compounds follow.
Compound	BCLXL inh	EBNA-1 inhibitor	CR mimetic SO	Efflux pump mplx	GLD-1 TGE inh	MEX-5 binding	Fam108B inh	MCL1-BIM inh	ZTA counter
Cc1cccc(C)c1NC(=O)C(C)Sc1n[nH]c(-c2ccncc2)n1 (centres undefined)	0.4	-3.9	94.4	-0.1	4.2	0.6	3.2	-4.6	4.8
COc1ccc([C@@H]2CC=C(C(=O)O)[C@H](c3cccc(Cl)c3)N2S(=O)(=O)c2ccccc2C)cc1	7.5	11.5	96.5	-0.2	3.0	.	-0.5	5.3	0.7
COc1ccc([C@@H](OC)[C@@]2(Cc3ccc(O)cc3)N=C(N)N(C)C2=O)cc1	-2.8	.	116.6	-0.2	0.2	.	.	6.8	-23.1
CON(C)c1nc(OCCNC(=O)COc2ccc(Cl)cc2C)nc(N(C)C)n1	3.8	-4.1	87.5	-0.1	4.7	2.5	-3.9	1.6	3.0
Cc1ccc(-c2noc(C3CCCN(C(=O)c4c(F)cccc4F)C3)n2)cc1 (centres undefined)	1.6	-12.9	121.0	0.1	4.4	1.8	-0.1	0.7	-8.3
COc1ccc(CCNc2c(C=O)c(=O)[nH]c3ccccc23)cc1OC	-0.2	0.7	113.8	0.2	5.3	1.5	4.1	-1.9	7.9
COc1ccc(NS(=O)(=O)c2cc(NC(=O)C3CC3)ccc2N2CCCCC2)cc1	-7.7	-12.1	108.3	0.1	3.5	1.7	-7.7	-8.1	-16.5
COc1ccc(NC(=O)/C=C2\SC(=O)NC2=O)cc1	2.2	8.2	91.2	0.1	4.2	1.2	0.1	0.4	23.4
Cc1cccc(C)c1NC(=O)CNC(=O)c1ccc2nc[nH]c2c1	4.0	3.6	89.4	-0.1	3.0	-3.2	-5.7	6.8	3.0
CC(C)CNC(=S)Nc1ccccc1F	0.9	7.2	96.2	0.0	-4.2	-1.8	-1.2	1.9	11.1
CC(Oc1cccc([N+](=O)[O-])c1)C(=O)NCCC1=CCCCC1 (centres undefined)	-0.2	.	98.1	0.1	2.8	.	.	-0.6	4.6
CCOC(=O)C(=O)NCC(c1cccs1)S(=O)(=O)c1ccc(Cl)cc1 (centres undefined)	0.6	-2.1	119.7	0.1	1.9	3.3	-5.6	-8.3	0.9
CCOC(=O)C1CCCN(C(=O)CCc2nnc(-c3ccc(C(C)=O)s3)o2)C1 (centres undefined)	1.6	10.1	96.2	-0.3	6.0	2.8	2.1	8.8	-1.9
O=C(COC(=O)CCC(=O)c1ccccc1)Nc1nnc(-c2ccccc2)o1	-11.1	-2.0	102.2	-0.1	-2.0	-2.2	-0.6	-2.9	-3.8
O=C(CCc1nnc(Cc2ccc3c(c2)OCO3)o1)NC(c1ccccn1)C(F)(F)F (centres undefined)	2.4	-1.2	77.2	-0.1	7.3	-0.6	-0.5	0.1	-7.7
Cc1cc(C)nc(SCc2cn3ccccc3n2)n1	5.9	8.0	105.8	-0.1	1.0	-1.5	-0.5	-0.5	2.9
O=C(Cn1c(=O)c2cccn2c2ccc(F)cc21)N1CCN(c2ccc(F)cc2)CC1	-2.5	12.3	91.6	-0.3	4.2	1.2	-0.4	-4.9	-12.8
O=C(Cn1cc2c(n1)CCCC2)N1CCOCC1	4.5	0.8	102.8	0.2	0.9	-2.9	0.4	4.8	-7.5
COc1nccnc1NS(=O)(=O)c1ccc(N=Cc2c(C)[nH]n(-c3ccc(C)c(C)c3)c2=O)cc1	9.4	0.1	103.5	-0.3	1.3	-2.2	2.0	3.1	-4.5
Cc1ccc(C(=O)N/N=C/C=C/c2ccccc2)cc1	1.1	1.9	98.1	0.0	0.9	-2.5	0.2	-3.2	-2.3
Cc1c(C)c2ccc(OCC(=O)N3CC[C@@]4(O)CCCC[C@H]4C3)c(C)c2oc1=O	4.3	6.4	78.0	0.3	-6.3	-0.5	1.1	0.0	-13.1
Cc1ccc(C)c(CN2CCC(CNC(=O)Nc3cccc(Cl)c3C)CC2)c1	5.6	-8.1	92.6	-0.1	0.3	-1.6	-1.9	2.8	-3.0
COC(=O)c1ccccc1CSc1nsc(C)c1C#N	4.6	2.3	123.1	0.1	-2.8	1.6	1.4	2.5	-5.4
CCOc1ccc(N2CC(C(=O)Nc3ccccn3)CC2=O)cc1 (centres undefined)	4.4	0.5	102.9	-0.1	3.2	0.5	-3.1	4.2	5.4
CC(C)C(=O)Nc1cccc(NC(=S)NC(=O)c2ccccc2Cl)c1	2.3	4.8	86.5	-0.4	1.2	-0.6	-4.1	7.8	2.4
O=C(O)c1cc(S(=O)(=O)NC(CO)C(O)c2ccc([N+](=O)[O-])cc2)ccc1Br (centres undefined)	6.1	-8.0	97.0	-0.1	-4.4	-1.4	5.7	16.6	-18.9
COc1ccc(F)cc1S(=O)(=O)NCCN1CCOCC1	2.1	5.5	100.2	-0.1	4.7	-3.2	-6.3	2.5	-10.4
Cc1cc(N2C(=O)C(=O)/C(=C(/O)c3ccc(F)cc3)C2c2cccc(Br)c2)no1 (centres undefined)	7.8	5.1	123.0	-0.1	0.8	-0.1	8.3	-0.7	5.3
Cn1c(C(=O)OC(C(=O)NC2CCCCC2)c2cccnc2)cc2sccc21 (centres undefined)	2.3	-6.6	107.0	0.1	-3.1	3.0	1.9	8.1	-8.4
O=S(=O)(Nc1ncnc2c1oc1ccccc12)c1ccc(Cl)s1	9.2	9.8	102.2	0.1	-1.6	2.7	-8.8	2.2	-1.3
CCc1ccc(OCC(=O)N2CC(C(N)=O)Oc3ccccc32)cc1 (centres undefined)	5.6	-11.8	111.8	-0.6	-3.6	-1.4	-3.5	-0.8	2.1
CCCOC(=O)COC(=O)c1ccccc1NC(=O)c1ccccc1	2.8	-5.0	100.5	-0.2	-2.7	1.8	-0.9	3.6	-7.8
O=C1c2ccccc2C(=O)N1CCCCSc1nnc2ccccn12	-3.0	8.7	91.9	-0.1	7.9	2.1	2.0	-4.2	4.3
Cn1c(SCC(=O)NC2CC2)nnc1C1CC1	-3.1	-2.1	108.3	0.1	3.5	-1.6	1.2	-8.7	-11.9
CC(C)c1ccc(-n2nc3ccc(N)cc3n2)cc1	3.5	3.9	102.3	0.0	-2.1	0.6	7.9	6.9	5.5
COC(=O)c1sccc1NC(=O)CC1C(=O)NCCN1C(=O)Nc1ccc(F)cc1F (centres undefined)	6.0	-2.8	95.1	0.3	-2.2	0.0	-3.0	9.2	-5.2
NC(=O)CC(NC(=O)Cc1ccc(Br)cc1)c1ccc(N2CCN(c3ccccc3)CC2)c([N+](=O)[O-])c1 (centres undefined)	2.5	-5.7	100.8	0.2	4.4	3.3	-0.7	1.6	-9.6
